Compound activity from PubChem.
C2C12 statin: suppressors of statin myotoxicity in C2C12 myotubes, primary screen, cell-based, single point, plate reader | C2C12 myotubes + simvastatin, ATP luminescence, 48 h; scaled: DMSO 0, geranylgeraniol control 100 | rescue of ATP level, % at 7.49 µM | hit rate 0.78% among 330,000 | AID 602340, 2012;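 active = mean ATP rescue above about 67%, or every replicate alone reaching that limit, limit read from the data, passing the limit was not always enough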;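 note: myotubes were challenged with 10 µM simvastatin during compound exposure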
PGC1a acetyl inh: inhibitors of PGC1a acetylation signal, primary screen, cell-based, U2OS, AlphaScreen, inhibitor mode; AID 651687, 2012; inhibition, % at 15.6 µM; hit rate 0.17% among 350,000; AlphaScreen anti-acetyl-lysine; with virally co-expressed GCN5 acetyltransferase;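 active = every replicate shows inhibition of at least 40%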;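 note: 0% = neutral control wells and 100% = positive control wells; some results beyond the cut were filed as inactive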
miR122 inh: miR-122 Renilla sensor signal increase in Huh7, primary screen, miR-122 inhibitor project, cell-based, single point, plate reader | Huh7 miR-122 Renilla luciferase sensor, 48 h; neutral wells = 0, positive control = 100 | activation (reporter increase), % at 12.5 µM | hit rate 0.3% among 340,000;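 active = mean replicate activation score at least 90 and every replicate individually at or above 90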;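 note: higher luciferase means less miR-122 activity so hits act as miR-122 inhibitors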
PglD DTNB: C. jejuni PglD acetyltransferase inhibitors, primary screen, biochemical, DTNB colorimetric, single point. purified PglD enzyme, DTNB colorimetric CoA detection. inhibition, % at 12.5 µM. hit rate 0.098% among 360,000. AID 602405, 2012; in the data active = inhibition above about 16%, passing the limit was not always enough; note: strong numbers were not always called active
GSIS activator: GLuc luminescence reporter in INS-1E cells, primary screen for activators of glucose-dependent secretion of insulin; INS-1E GLuc reporter insulin secretion, 2-3 h; activation, % at 16.6 µM; hit rate 0.61% among 370,000; AID 743287, 2014;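 active = lowest replicate activation of at least 40%, so every replicate reaches that level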;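 note: 0% = median of neutral control wells and 100% = median of IBMX positive control wells; some compounds called inactive have numbers as strong as hits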
FN deposit inh: inhibitors of fibronectin matrix deposition, primary screen, AH1F cells, Alexa488-fibronectin fluorescence, plate reader; AH1F fibroblasts, overnight; inhibition, % at 12.6 µM; hit rate 0.086% among 350,000; AID 743247, 2014;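 active = mean inhibition across replicates of 30% or more, regardless of how many single replicates reach that level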;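 note: positive control wells lacked labelled fibronectin entirely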
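Assay system: AH1F fibroblast monolayer, labelled fibronectin deposition. Amount: 10000 cells per well. Also added: labelled fibronectin 24 nM. Compound: single-point pinned compound. Incubation: cell attachment 1 h, compound and FN exposure overnight. Detection: fluorescence after three HBSS washes, excitation 485 nm, emission 525 nm. Read-out: inhibition of fibronectin deposition signal.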
F508del corr: F508del CFTR correction, initial screen, CFBE line, single point; hit rate 0.36% among 350,000; CFBE cells, YFP halide quenching; stimulated with forskolin plus potentiator P3; % fluorescence drop versus neutral controls; activity (quench increase), % at 7.58 µM;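 active = mean added fluorescence quench of at least 8% versus neutral control, with both replicates also reaching 8%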;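 note: cells transiently co-express mutant CFTR-F508del with the halide-sensitive YFP; corrector assay measuring rescue of mutant channel to the surface after 24 h compound exposure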
Cneo AK release: Cryptococcus neoformans cell lysis inducers, primary screen, AK release luminescence, single concentration | hit rate 0.2% among 360,000 | AID 651654, 2012 | C. neoformans lysis, adenylate kinase release luminescence, 4 h; normalised: neutral wells 0, clomiphene wells 100 | lysis activity, % at 15 µM;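 active = mean lysis activity across replicates of at least 80%, whatever share of replicates individually reach that level; inactive = mean lysis activity below 80%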
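Signal: Adenylate kinase release luminescence | Assay system: Log-phase Cryptococcus neoformans yeast cells | Input: Cells at 5 × 10^6 per mL | Buffer or medium: Fresh YPD growth medium | Compound: Single dose | Schedule: Static 4 h at 37 °C with compound, 1 h detection | Controls: Clomiphene | Read-out: Luminescence rise reflecting yeast cell lysis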
Active calls of the source: *; . = not tested or not shown; [ ] = remark or other dose.

no. | canonical_smiles | C2C12 statin | PGC1a acetyl inh | miR122 inh | PglD DTNB
1 | O=S(=O)(Cc1ccc(Cl)cc1)NCC1CCCO1 (stereo not drawn) | -1 | 14 | 2 | 6
2 | C[C@@H]1CN([C@H](C)CO)S(=O)(=O)c2ccc(-c3cccc(C#N)c3)cc2O[C@@H]1CN(C)C(=O)c1cccnc1 | -24 | 10 | 9[16.7 µM] | -1
3 | CC(C)NC(=O)Nc1cccc2c1O[C@H](CN(C)C(=O)Nc1cccc3ccccc13)[C@H](C)CN([C@@H](C)CO)C2=O | -7 | 12 | -2[16.7 µM] | -3
4 | Cc1noc(C)c1S(=O)(=O)Nc1ccc2c(c1)C(=O)N([C@@H](C)CO)C[C@@H](C)[C@H](CN(C)CC1CCCCC1)O2 | 42 | 3 | 4[16.7 µM] | 6
5 | CCC1=C(OC(=O)N(CC)CC)N2C(=O)OC(=NCC3CC3)[C@]2(C)[C@H]2C1=CC[C@H]1C(=O)N(CC(=O)OC)C(=O)[C@H]12 | 5 | 12 | -2 | -2
6 | O=C(Nc1ccc(F)cc1)N[C@H]1CC[C@@H](CCNS(=O)(=O)c2ccccc2F)O[C@@H]1CO | -10 | -14 | . | -1
7 | CN(C)c1ccc(NC(=O)Cn2c(=O)n(Cc3ccccc3)c(=O)c3ccccc32)cc1 | -9 | . | -12 | -1
8 | COc1cccc(S(=O)(=O)N(C)C[C@@H]2Oc3ncc(C#CCC(C)C)cc3C(=O)N([C@@H](C)CO)C[C@@H]2C)c1 | -17 | -9 | -6[16.7 µM] | 6
9 | NC(=O)c1nsc(C(=O)N(Cc2cccnc2)C(C(=O)NC2CCCC2)c2ccc(F)cc2)c1N (stereo not drawn) | -68 | 3 | -5 | 2
10 | COc1cc(C2C(N3C(=O)c4ccccc4C3=O)C(=O)N2c2ccc(C)c(C)c2)cc(OC)c1OC (stereo not drawn) | . | -4 | -1 | .
11 | CN1CCN(CCCNC(=O)c2nnc(Cc3c(F)cccc3Cl)o2)CC1 | -10 | 10 | -7 | 4
12 | CCOc1ccc(S(=O)(=O)NCC2CCCO2)c2ccccc12 (stereo not drawn) | 14 | -3 | 89 | 8

no. | GSIS activator | FN deposit inh | F508del corr | Cneo AK release
1 | . | -14 | . | 0
2 | 17 | 16 | 2.1 | 0
3 | 8 | . | -0.2 | -1
4 | 1 | . | -1.0 | -9
5 | -13 | 2 | 3.9 | -1
6 | -5 | . | -1.6 | 0
7 | . | 1 | . | 3
8 | -7 | . | -0.7 | -5
9 | -11 | -1 | 2.7 | 0
10 | -1 | 3 | -1.6 | 1
11 | 6 | . | -1.9 | 7
12 | . | -1 | 2.1 | -5

Whole records from above.
Listed for CN1CCN(CCCNC(=O)c2nnc(Cc3c(F)cccc3Cl)o2)CC1 = C2C12 statin = -10; PGC1a acetyl inh = 10; miR122 inh = -7; PglD DTNB = 4; GSIS activator = 6; FN deposit inh = .; F508del corr = -1.9; Cneo AK release = 7
Listed for NC(=O)c1nsc(C(=O)N(Cc2cccnc2)C(C(=O)NC2CCCC2)c2ccc(F)cc2)c1N (stereo not drawn) = C2C12 statin = -68; PGC1a acetyl inh = 3; miR122 inh = -5; PglD DTNB = 2; GSIS activator = -11; FN deposit inh = -1; F508del corr = 2.7; Cneo AK release = 0

The listing continues.
no. | canonical_smiles | C2C12 statin | PGC1a acetyl inh | miR122 inh | PglD DTNB
13 | O=C(C1CC1)N1CC(=O)N2[C@@H](CO)[C@@H](c3ccc(C#CC4CCCC4)cc3)[C@@H]2C1 | . | -2 | . | .
14 | O=C(/C=C/c1ccc([N+](=O)[O-])cc1)Nc1ncc([N+](=O)[O-])s1 | 19 | 5 | -2 | -2
15 | C=C(C)Cn1c(Sc2nnc(C)s2)nc2c1c(=O)[nH]c(=O)n2C | 2 | -44 | -3 | -24
16 | CCCn1c(SCC(=O)Nc2cccc(S(=O)(=O)N(C)C)c2)nc2ccccc2c1=O | . | 4 | 32 | 0
17 | CCN1CCCC1CNC(=O)c1cc(S(N)(=O)=O)ccc1OC (stereo not drawn) | 3 | . | -1 | -2
18 | O=C1/C(=C\c2ccc(Br)o2)SC(=Nc2ccccc2)N1c1ccccc1 | . | 0 | -6 | -1
19 | O=C(Nc1csc([N+](=O)[O-])c1)Nc1c(Cl)cccc1Cl | . | -5 | -2 | 2
20 | Cn1c(=O)c2c(nc(N3CCCCC3)n2CCCNC2=NCCCC2)n(C)c1=O | 3 | 2 | -3 | 0
21 | Cn1c(CSCc2ccccc2Cl)n[nH]c1=S | -1 | -8 | 1 | -5
22 | C[C@@H]1CN([C@@H](C)CO)C(=O)c2cc(NC(=O)CCCN(C)C)ccc2O[C@H]1CN(C)S(=O)(=O)c1cn(C)cn1 | . | -7 | -3[16.7 µM] | 1
23 | CO[C@H]1CN(C)C(=O)c2ccc(NC(=O)c3ccc(F)cc3)cc2OC[C@@H](C)N(C(C)=O)C[C@@H]1C | 8 | -2 | . | 2
24 | CCOC(=O)CN1C(=O)C(O)=C(C(C)=O)C1c1ccc(F)cc1 (stereo not drawn) | . | -5 | -1 | -3

no. | GSIS activator | FN deposit inh | F508del corr | Cneo AK release
13 | -8 | -3 | 0.4 | .
14 | -47 | . | -6.7 | -6
15 | . | 9 | . | -2
16 | -9 | -2 | -0.6 | -2
17 | . | 4 | 1.0 | 2
18 | . | 2 | . | 2
19 | -12 | 0 | -4.7 | -2
20 | . | . | . | -4
21 | 3 | -17 | -1.8 | 0
22 | 13 | . | 0.7 | 60
23 | -5 | -6 | 0.3 | -8
24 | -6 | . | . | 0

An excerpt of these results, with tabs.
#	SMILES	C2C12 statin	PGC1a acetyl inh	miR122 inh	PglD DTNB	GSIS activator	FN deposit inh	F508del corr	Cneo AK release
15	C=C(C)Cn1c(Sc2nnc(C)s2)nc2c1c(=O)[nH]c(=O)n2C	2	-44	-3	-24	.	9	.	-2
16	CCCn1c(SCC(=O)Nc2cccc(S(=O)(=O)N(C)C)c2)nc2ccccc2c1=O	.	4	32	0	-9	-2	-0.6	-2

More entries.
no. | canonical_smiles | C2C12 statin | PGC1a acetyl inh | miR122 inh | PglD DTNB
25 | O=C(N[C@@H]1CCC(=O)N(CC[C@H](Sc2ccc(Br)cc2)c2ccccc2)CC1)OCc1ccccc1 | 6 | -9 | -2 | 3
26 | CCOC(=O)c1cc2c(ccn2C)n1CC(=O)N(C)C | . | 6 | 2 | .
27 | N#C[C@H]1[C@H](c2ccccc2-c2ccc(F)cc2)[C@H](CO)N1C(=O)Cc1ccccc1 | . | -1 | . | .
28 | CCCCn1c(N)c(N(CCOC)C(=O)c2ccc(N3C(=O)CCC3=O)cc2)c(=O)[nH]c1=O | 4 | . | . | 2
29 | CC(=O)OCC(=O)Nc1ccc(C(C)=O)cc1 | 0 | 2 | 0 | 1
30 | O=C(COC(=O)Cc1ccc(S(=O)(=O)N2CCOCC2)s1)Nc1ccccc1 | 3 | 2 | -6 | 5
31 | CN1CCN(C(=O)C[C@@H]2CC[C@@H]3[C@H](COC[C@@H](O)CN3C(=O)C3CC3)O2)CC1 | -18 | -1 | -3[16.7 µM] | 3
32 | C[C@H]1CN([C@@H](C)CO)C(=O)Cc2cc(NC(=O)NC3CCCCC3)ccc2O[C@@H]1CN(C)Cc1ccc2c(c1)OCO2 | 12 | -3 | -2[16.7 µM] | -3
33 | CC1CCN(S(=O)(=O)c2ccc(NC(=O)CCNC(=O)c3ccc(Cl)cc3)cc2)CC1 | 5 | 7 | -9 | -1
34 | O=C(CN1CCCC1)Nc1cc(C(F)(F)F)cc(C(F)(F)F)c1 | -1 | -13 | . | .
35 | Cc1ccc(NC(=O)COC(=O)CCC(=O)c2cccs2)c(Br)c1 | 4 | . | . | -7
36 | COc1ccc(-c2cc(C(F)(F)F)nc(SCC(=O)Nc3cc(C)on3)n2)cc1OC | 0 | -22 | 2 | 4

no. | GSIS activator | FN deposit inh | F508del corr | Cneo AK release
25 | . | -6 | 0.2 | -2
26 | 20 | 1 | 0.0 | .
27 | 2 | -7 | -3.4 | .
28 | 5 | 4 | -0.3 | 2
29 | . | 18 | . | 0
30 | . | 0 | 5.4 | 1
31 | 13 | -16 | -0.6 | -1
32 | -22 | . | -2.5 | 51
33 | -10 | -10 | 2.8 | 0
34 | -18 | -5 | 1.1 | .
35 | -1 | -12 | -1.0 | 1
36 | . | . | . | 3

Additional records.
no. | canonical_smiles | C2C12 statin | PGC1a acetyl inh | miR122 inh | PglD DTNB
37 | CCOc1ccc(OCCC(=O)OCC(=O)NNC(=O)c2ccccc2)cc1 | -25 | . | . | .
38 | CC(C)c1ccc(N=C(N)N=C(N)N)cc1 | . | 5 | . | .
39 | C[C@@H]1CN([C@H](C)CO)C(=O)c2cc(NC(=O)Nc3ccccc3)ccc2O[C@@H]1CN(C)S(=O)(=O)c1ccc(F)cc1 | -10 | 6 | 17[16.7 µM] | 5
40 | O=C(CSc1nc(-c2cccs2)nc2ccccc12)NC1CCS(=O)(=O)C1 (stereo not drawn) | 13 | 2 | . | 2
41 | Cc1nnc(-c2ccccc2)o1 | 3 | 8 | 9 | 5
42 | CCOC(=O)c1ccc(-c2ccc3[nH]c4ccccc4c(=O)c3c2)cc1F | -2 | 3 | -7 | -1
43 | Cc1nc2ccccn2c1-c1ccnn1S(=O)(=O)c1ccc(F)cc1 | -35 | 7 | . | 4
44 | NNC(=O)CC1NCCN(Cc2ccccc2)C1=O (stereo not drawn) | -4 | 2 | 2 | 1
45 | CCCNC(=O)N1[C@H](CO)[C@@H]2c3ccccc3N(C(=O)c3ccc(F)cc3)C[C@@H]21 | 6 | -10 | -12[16.7 µM] | 2
46 | Cc1ccc(S(=O)(=O)NCc2ccncc2)cc1 | -1 | -5 | 5 | -5
47 | CC(=O)c1cccc(Nc2nc(-c3sc(C)nc3C)cs2)c1 | -15 | -28 | -12 | 4
48 | COc1ccc(/C=C(/NC(=O)c2ccc([N+](=O)[O-])cc2)C(=O)NC(C)(C)C)cc1 | 2 | 12 | -4 | -1
49 | O=C(NCCC1=CCCCC1)NC1CCCCC1 | . | -10 | 0 | 3
50 | COCC(=O)N[C@@H]1C=C[C@H](CC(=O)N2CCCCC2)O[C@H]1CO | 8 | . | 0[16.7 µM] | .
51 | O=C(N[C@H]1CC[C@@H](CCn2cc(-c3ccccc3)nn2)O[C@H]1CO)c1cnccn1 | 0 | 8 | . | -1

no. | GSIS activator | FN deposit inh | F508del corr | Cneo AK release
37 | 12 | 2 | -3.6 | .
38 | -2 | -7 | 3.7 | .
39 | -28 | 7 | 1.7 | -4
40 | -1 | 1 | -3.4 | -1
41 | -1 | 4 | 1.5 | 3
42 | . | -4 | -0.1 | -2
43 | 8 | 9 | -4.3 | -3
44 | 2 | 0 | 0.9 | -2
45 | -8 | . | -1.4 | -3
46 | . | . | . | -1
47 | . | 21 | -1.0 | -1
48 | -7 | 2 | -1.0 | 3
49 | . | . | . | 0
50 | -3 | 5 | 1.1 | .
51 | -3 | 9 | 0.1 | -1

Not a hit list. Share with any hit: about 2.1%.
